Screening data: PubChem BioAssay, several laboratories
proCasp7 act: activates human procaspase-7, counter-screen for procaspase-3 activators | P55210 | AID 463210 | activation, % at 8.5 µM | recombinant procaspase-7, Ac-DEVD-pNA absorbance 405 nm; D23A/D198A/D206A triple mutant, cannot self-cleave; scale: DMSO 0, 5 µM enzyme 100 | hit rate 0.093% among 330,000;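 active = percent activation above the screen-wide mean plus 3 SD, cut at about 25% in these data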
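Material: Procaspase-7 triple mutant (PC-7 D3A) | Quantity: 2 µM procaspase-7 mutant as dispensed | Reagent: DEVD-pNA substrate | Times: 1 h preincubation, 2 h reaction | Technique: 405 nm absorbance of p-nitroaniline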
MEP2-GFP yeast: modulators of TOR pathway MEP2-GFP in S. cerevisiae | AID 2016 | hit rate 0.51% among 330,000 | S. cerevisiae MEP2-GFP strain, flow cytometry GFP, 3 h; 100% = DMSO control level | GFP response vs DMSO, % at 10 µM;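 active = GFP response versus DMSO above a set limit, roughly screen mean plus 3 SD, cut at about 180% in these data; inconclusive = fewer than 70 cells counted for a yeast strain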;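 also: median GFP fluorescence of the barcode-gated MEP2-GFP cells per well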
Yeast superoxide: caloric restriction mimetics inhibiting age-related superoxide in yeast; S. cerevisiae aged cells, superoxide DHE fluorescence; active compounds read low; hit rate 0.18% among 330,000; superoxide response (% of plate mean), % at 10 µM;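 active = superoxide response under a set limit, about three screen SD below normal, cut at about 65% in these data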;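 also: yeast aged for seven days with compound at 30 °C before DHE staining; 100% = average MFI of all compound-treated wells on the plate with controls excluded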
JMJD2C inh: human JMJD2C demethylase inhibition. Q9H3R0. GST-JMJD2C(1-420) H3K9me3 demethylation, DELFIA europium. inhibition, % at 2.35 µM. hit rate 0.069% among 330,000;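 active = more than half of a compound's replicate wells show inhibition beyond 50%, single wells judged on their own value; inconclusive = some, but no more than half, of replicates pass 50% inhibition; inactive = no replicate passes 50% inhibition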;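 also: signal counts dimethyl H3K9 product captured on neutravidin plate; 0% = median of DMSO wells and 100% = 0.3 times that DMSO median; strong numbers were not always called active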
AHR act: human AHR activation. activation, % at 5 µM. hit rate 2.5% among 320,000. P35869. AHR-responsive luciferase reporter cells, luminescence. AID 2796; in the data active = activation above about 47%;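 also: 0% = vehicle wells and 100% = reference agonist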
Target sequence (P35869 whole entry, looked up): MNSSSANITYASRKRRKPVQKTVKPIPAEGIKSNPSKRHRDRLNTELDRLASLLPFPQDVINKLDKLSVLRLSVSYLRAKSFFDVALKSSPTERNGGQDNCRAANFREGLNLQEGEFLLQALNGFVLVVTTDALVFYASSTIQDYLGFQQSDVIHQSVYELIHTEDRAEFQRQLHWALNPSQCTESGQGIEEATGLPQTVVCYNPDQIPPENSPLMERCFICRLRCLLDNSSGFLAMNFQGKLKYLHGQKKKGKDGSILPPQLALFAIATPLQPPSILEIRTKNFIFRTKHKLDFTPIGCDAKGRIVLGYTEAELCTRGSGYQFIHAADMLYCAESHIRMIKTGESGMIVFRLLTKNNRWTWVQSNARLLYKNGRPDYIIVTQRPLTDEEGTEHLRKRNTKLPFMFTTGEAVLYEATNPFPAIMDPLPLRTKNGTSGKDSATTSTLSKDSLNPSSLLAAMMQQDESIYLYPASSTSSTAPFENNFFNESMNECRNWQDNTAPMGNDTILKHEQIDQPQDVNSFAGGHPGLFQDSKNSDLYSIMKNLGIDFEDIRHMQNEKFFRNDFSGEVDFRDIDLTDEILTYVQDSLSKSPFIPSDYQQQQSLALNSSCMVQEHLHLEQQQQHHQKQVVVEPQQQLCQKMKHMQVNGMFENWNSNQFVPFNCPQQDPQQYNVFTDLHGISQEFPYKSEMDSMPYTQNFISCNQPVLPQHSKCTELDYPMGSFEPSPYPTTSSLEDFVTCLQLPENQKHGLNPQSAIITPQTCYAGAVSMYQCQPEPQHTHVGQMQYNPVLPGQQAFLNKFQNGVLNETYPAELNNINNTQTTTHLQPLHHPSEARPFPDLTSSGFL
LAP4 TOR yeast: alters LAP4-GFP fluorescence in TOR pathway yeast screen | S. cerevisiae LAP4-GFP multiplex, flow cytometry GFP, 3 h; median GFP as percent of DMSO wells | hit rate 0.34% among 320,000 | GFP response vs DMSO, % at 10 µM;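 active = GFP response vs DMSO above a set limit, about the screen mean plus 3 SD, cut at about 150% in these data; inconclusive = under 70 cell events counted for the yeast strain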
RPL19A-GFP yeast: modulators of TOR pathway RPL19A-GFP in S. cerevisiae; S. cerevisiae RPL19A-GFP strain, flow cytometry, 3 h; active compounds read low; percent response vs DMSO, % at 10 µM; hit rate 0.3% among 330,000; AID 2025;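 active = percent response vs DMSO below 50%; inconclusive = fewer than 70 events counted for the yeast strain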;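 also: median channel GFP fluorescence of the barcoded RPL19A-GFP strain; ratio of sample median GFP to plate DMSO average so 100% = DMSO; lower means less RPL19A-GFP as with rapamycin TOR inhibition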
proCasp3 act: activators of human procaspase-3; P42574; activation, % at 8.5 µM; AID 463141; recombinant procaspase-3 D3A, Ac-DEVD-pNA absorbance 405 nm; hit rate 0.11% among 330,000;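 active = activation above the mean of all tested compounds plus 3 SD, cut at about 21% in these data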;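 also: 0% = DMSO alone and 100% = DMSO wells spiked with extra 5 µM PC-3 D3A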
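Test system: Procaspase-3 D3A mutant, all three cleavage aspartates alanine | Dosing: Single dose, 8.5 µM nominal compound, 0.8% DMSO | Schedule: 1 h preincubation, 2 h reaction | Technique: 405 nm absorbance of p-nitroaniline, reads at 0 and 120 min | Repeats: One well per compound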
* = called active by the depositor; ? = inconclusive; / = no result given.

item	SMILES	proCasp3 act	AHR act	RPL19A-GFP yeast	JMJD2C inh	LAP4 TOR yeast	MEP2-GFP yeast	Yeast superoxide	proCasp7 act
1	Cc1ccc(CCNC(=O)c2ccc(CS(=O)(=O)Cc3ccccc3F)o2)cc1	-0.6	1.9	88.3	7.5	84.0	92.6	103.4	-2.6
2	Cc1ccccc1-c1cc(C(=O)O)n(CC2CC(c3cccnc3)=NO2)n1 (stereo not given)	-0.9	-0.8	95.9	3.4	95.0	92.1	100.3	13.2
3	CCc1nnc(NC(=O)CN2C(=O)/C(=C/c3ccc(OC)c(OC)c3)SC2=S)s1	-2.2	-1.2	99.2	-13.2	111.2	100.0	93.7	-3.1
4	Cc1[nH]n(-c2ccccc2)c(=O)c1N=Nc1ccccc1C(=O)N1CCOCC1	-12.1	-2.1	102.1	6.2	105.6	106.3	100.5	9.9
5	COC(=O)c1ccc(N=NNc2cccc(Br)c2)cc1	-6.7	9.7	90.9	8.1	94.8	93.0	103.7	0.5
6	CCCn1cc(S(=O)(=O)c2ccc(Cl)cc2)c(=O)c2cc(OC)ccc21	10.9	-1.0	96.4	5.9	94.6	96.1	92.1	-1.0
7	Cc1cc(N2CCOCC2)nc2ccc(NC(=S)NC(C)C)cc12	-12.8	0.9	99.6	20.2	97.8	103.5	118.5	-24.8
8	Cc1ccccc1CN1C(=O)Nc2ccccc2C(=O)N1C(C)(C)C	-0.4	0.6	108.1	4.1	103.3	103.7	87.8	4.9

Later entries
item	SMILES	proCasp3 act	AHR act	RPL19A-GFP yeast	JMJD2C inh	LAP4 TOR yeast	MEP2-GFP yeast	Yeast superoxide	proCasp7 act
9	O=C(CCN1CCN(S(=O)(=O)c2ccc(Br)cc2)CC1)Nc1ccccc1F	4.3	3.1	95.3	17.3	102.5	102.4	114.6	4.8
10	COc1nc(NC2CCCCC2)nc(NC(C)(C)C)n1	8.1	10.3	95.3	-0.7	106.4	86.0	82.5	-1.3
11	Cc1cc(C)c(NC(=O)Cn2nnc(C(=O)NCc3ccc4c(c3)OCO4)c2N)c(C)c1	-2.1	2.6	97.8	-13.6	88.2	93.0	91.7	3.2
12	COCCN=c1scc(-c2cc(OC)ccc2OC)n1/N=C/c1c[nH]c2ccccc12	-1.8	1.0	96.4	-3.0	82.0	90.0	98.5	-5.8
13	COc1ccc(NC(=O)c2cccs2)cc1NC(=O)c1ccco1	5.3	11.4	103.7	-8.2	101.3	101.8	100.0	-7.6
14	Cc1cccc(N(C(=O)c2csnn2)C(C(=O)NC(C)(C)C)c2ccncc2)c1 (stereo not given)	-3.8	0.6	103.2	-7.9	87.9	99.2	107.0	0.5
15	CCn1c(CCNC(=O)c2ccc(OC)cc2)nnc1SCC(=O)Nc1ccccc1F	-2.6	0.4	96.0	-26.7	96.4	92.0	106.4	1.7
16	CC(NC(=O)Nc1ccc(F)cc1F)c1ccncc1 (stereo not given)	-1.9	-0.8	104.8	13.6	92.7	103.4	95.1	4.7

(further entries)
item	SMILES	proCasp3 act	AHR act	RPL19A-GFP yeast	JMJD2C inh	LAP4 TOR yeast	MEP2-GFP yeast	Yeast superoxide	proCasp7 act
17	CCCc1nc(Nc2nc3ccccc3o2)nc(C)c1C(=O)OCC	6.5	13.3	104.3	5.2	98.6	92.7	87.6	0.7
18	C=CCC1C=CCC(CC=C)N1C(=O)c1ccccc1[N+](=O)[O-] (stereo not given)	1.2	-0.2	99.3	1.6	88.3	96.9	97.3	9.2
19	Cc1ccc(-n2ccn(CC(=O)NCCc3ccccc3)c(=O)c2=O)cc1C	2.4	3.2	99.0	12.6	91.3	94.2	79.8	-5.2
20	CC(=O)N1CCN(C(=O)c2ccc(C)c(S(=O)(=O)N3CCCCC3)c2)CC1	6.0	0.4	103.2	-6.5	102.6	100.8	122.1	6.4
21	CN(Cc1ccccc1)C(=O)CCCn1c(=O)c2cccn2c2cccnc21	2.3	-1.5	101.6	-3.6	103.4	104.2	101.9	-7.7
22	O=[N+]([O-])c1ccc2n[nH]nc2c1	-0.1	-0.1	96.3	-6.8	98.5	108.0	92.2	5.5
23	O=C(Nc1nnc(C2CC2)s1)c1ccncc1	-8.0	13.0	93.8	-4.5	94.2	115.6	127.9	4.0
24	COc1ccc(C2C3=C(CC(C)(C)CC3=O)Oc3ncn(Cc4ccco4)c(=N)c32)cc1 (stereo not given)	-2.4	-3.6	/	5.4	94.2	95.2	138.3	-8.1

Next part:
item	SMILES	proCasp3 act	AHR act	RPL19A-GFP yeast	JMJD2C inh	LAP4 TOR yeast	MEP2-GFP yeast	Yeast superoxide	proCasp7 act
25	Cc1ccc(/C(N)=N/OC(=O)Cc2cccs2)cc1	15.8	-4.7	102.2	7.3	105.4	98.1	107.4	-7.2
26	Cc1ccc(Oc2ncccc2/C=N/OCc2ccc(Cl)cc2Cl)cc1	1.8	2.4	101.9	9.8	104.9	111.4	106.6	-5.8
27	N/C(=N\NC(=O)c1ccc(F)cc1)c1cc2ccccc2oc1=O	1.4	24.6	96.0	-5.7	95.3	92.2	87.1	5.4
28	CN(Cc1ccccc1)C(=O)CCSc1nc(-c2ccc3c(c2)OCO3)cc(C(F)(F)F)n1	-8.9	33.1	93.1	-2.2	101.2	105.0	111.6	9.1
29	COCC(C)n1c(SCC(=O)Nc2c(C)n(C)n(-c3ccccc3)c2=O)nc2ccccc2c1=O (stereo not given)	6.2	1.1	98.4	3.2	101.8	101.1	90.8	12.7
30	Cc1cc(NC(=O)C2CCN(C(=O)c3ccco3)CC2)ccc1Br	0.9	-1.3	87.0	?	124.1	102.0	97.6	0.8
31	CC(=O)Oc1ccccc1N(C(C)=O)S(=O)(=O)c1ccc(C)cc1	-7.7	-0.5	101.2	5.7	99.7	99.6	114.3	0.2
32	O=C(NC1CCN(C(=O)NCc2ccccc2)CC1)c1ccc(F)cc1	-0.4	0.4	87.5	0.8	81.7	84.8	82.2	8.8

Following part.
item	SMILES	proCasp3 act	AHR act	RPL19A-GFP yeast	JMJD2C inh	LAP4 TOR yeast	MEP2-GFP yeast	Yeast superoxide	proCasp7 act
33	CSc1ncccc1C(=O)OCC(=O)NC(C)CCc1ccccc1 (stereo not given)	6.7	-0.2	94.9	-1.8	101.4	105.0	76.0	-3.7
34	Cc1ccc(NC(=O)CNC(=O)c2ccco2)cc1	3.5	6.3	97.6	1.4	96.0	93.4	96.9	-3.4
35	Cc1ccc(-n2nc3c(=O)n(C(C)C(=O)NCCCc4ccccc4)nc(C)c3c2C)cc1 (stereo not given)	3.2	-1.1	104.1	-5.8	100.9	121.8	100.4	5.6
36	N#C/C(=C\c1c(Cl)cccc1Cl)c1nn(-c2ccccc2)c(-n2cccc2)c1C#N	15.5	-1.3	96.4	13.0	102.8	92.5	93.0	3.1
37	CCOc1ccccc1NC(=O)Cc1coc2ccc(C)cc12	-5.9	8.9	98.6	5.0	118.7	97.7	85.3	8.3
38	COc1ccc(OC)c(-c2csc(NC(=O)Cc3ccc(F)cc3)n2)c1	12.7	-7.2	95.5	-11.1	116.7	101.6	100.5	15.0
39	O=C1c2cccc3c2N(CCC3)C(=O)C1(F)c1ccccc1 (stereo not given)	6.0	2.0	102.4	9.7	109.5	100.7	87.6	-0.1
40	C=CCOc1ccc(/C=N/NC(=O)C(C)Sc2ccccn2)cc1OCC (stereo not given)	-8.9	7.7	102.4	8.3	88.3	108.5	112.2	-11.9

Remaining list, next part:
item	SMILES	proCasp3 act	AHR act	RPL19A-GFP yeast	JMJD2C inh	LAP4 TOR yeast	MEP2-GFP yeast	Yeast superoxide	proCasp7 act
41	O=C(c1ccc2oc(CCCc3ccccc3)nc2c1)N1CCCCC1CO (stereo not given)	/	/	109.4	7.6	90.7	105.2	100.2	/
42	COc1cccc(N(C(=O)c2snc(C(N)=O)c2N)C(C(=O)NCC2CCCO2)c2ccc3ncccc3c2)c1 (stereo not given)	1.0	5.2	104.4	16.5	102.2	108.6	88.3	-7.6
43	CCN1CCN(CC(=O)Nc2ccc(C)c(Br)c2)CC1	-2.8	0.2	100.5	7.0	93.6	100.8	88.6	-5.4
44	CCC(C)NCCOCCOc1ccc(C)cc1Br (stereo not given)	3.8	1.2	93.0	-0.8	97.7	100.3	83.0	-9.4
45	c1ccc(-n2ncc3c(N4CCC5(CC4)OCCO5)ncnc32)cc1	6.7	14.2	90.3	-6.1	108.2	104.8	91.3	9.2
46	CC(C(=O)NCc1ccco1)n1ccc2cc(S(=O)(=O)N3CCCCC3)ccc21 (stereo not given)	1.0	1.5	108.2	-8.4	100.9	105.3	107.0	-9.4
47	O=C1NN(c2ccccc2)C(=O)/C1=C/c1ccc(Sc2cccc3ccccc23)o1	-9.6	2.4	104.4	15.9	91.7	105.4	114.4	-8.5
48	COc1ccccc1OCc1cc(-c2ccccc2)no1	14.8	1.3	86.8	26.6	103.3	90.4	86.9	21.0

Rewritten in transposed form: entries from further up.
(38) COc1ccc(OC)c(-c2csc(NC(=O)Cc3ccc(F)cc3)n2)c1
(39) O=C1c2cccc3c2N(CCC3)C(=O)C1(F)c1ccccc1 (stereo not given)
(40) C=CCOc1ccc(/C=N/NC(=O)C(C)Sc2ccccn2)cc1OCC (stereo not given)
(41) O=C(c1ccc2oc(CCCc3ccccc3)nc2c1)N1CCCCC1CO (stereo not given)
(42) COc1cccc(N(C(=O)c2snc(C(N)=O)c2N)C(C(=O)NCC2CCCO2)c2ccc3ncccc3c2)c1 (stereo not given)
(43) CCN1CCN(CC(=O)Nc2ccc(C)c(Br)c2)CC1
(44) CCC(C)NCCOCCOc1ccc(C)cc1Br (stereo not given)
(45) c1ccc(-n2ncc3c(N4CCC5(CC4)OCCO5)ncnc32)cc1
compound no.	38	39	40	41	42	43	44	45
proCasp3 act	12.7	6.0	-8.9	/	1.0	-2.8	3.8	6.7
AHR act	-7.2	2.0	7.7	/	5.2	0.2	1.2	14.2
RPL19A-GFP yeast	95.5	102.4	102.4	109.4	104.4	100.5	93.0	90.3
JMJD2C inh	-11.1	9.7	8.3	7.6	16.5	7.0	-0.8	-6.1
LAP4 TOR yeast	116.7	109.5	88.3	90.7	102.2	93.6	97.7	108.2
MEP2-GFP yeast	101.6	100.7	108.5	105.2	108.6	100.8	100.3	104.8
Yeast superoxide	100.5	87.6	112.2	100.2	88.3	88.6	83.0	91.3
proCasp7 act	15.0	-0.1	-11.9	/	-7.6	-5.4	-9.4	9.2
